# Screening data (PubChem)
# SENP8 block-1: SENP8 protease inhibitors, primary screen, biochemical, luminescence | Sentrin-specific protease 8 (Homo sapiens), Q96LD8 | purified SENP8, Z-RLRGG-aminoluciferin cleavage | inhibition, % at 10 µM | actives 1.2% (n = 330,000) | AID 2540, 2010; in the data active means inhibition above about 50%
# Target sequence (Q96LD8 whole entry, looked up): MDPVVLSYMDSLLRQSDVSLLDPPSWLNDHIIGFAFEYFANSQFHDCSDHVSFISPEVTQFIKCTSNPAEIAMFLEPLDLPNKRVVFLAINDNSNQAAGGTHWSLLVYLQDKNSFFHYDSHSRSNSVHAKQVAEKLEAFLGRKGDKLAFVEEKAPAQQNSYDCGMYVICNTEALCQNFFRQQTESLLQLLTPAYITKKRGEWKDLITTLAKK
# SENP7 inh: SENP7 protease inhibitors, primary screen, biochemical, luminescence, uHTS. Sentrin-specific protease 7 (Homo sapiens), Q9BQF6. recombinant SENP7, Z-RLRGG-aminoluciferin luminescence, 40 min. inhibition, % at 5 µM. actives 1.5% (n = 330,000). AID 434973, 2010;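 active means inhibition above about 50% at the single test dose, limit read from the data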;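 further: plate controls were DMSO with enzyme for no effect and no enzyme buffer wells for full effect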
# Target sequence (Q9BQF6 706-1050 limits assumed): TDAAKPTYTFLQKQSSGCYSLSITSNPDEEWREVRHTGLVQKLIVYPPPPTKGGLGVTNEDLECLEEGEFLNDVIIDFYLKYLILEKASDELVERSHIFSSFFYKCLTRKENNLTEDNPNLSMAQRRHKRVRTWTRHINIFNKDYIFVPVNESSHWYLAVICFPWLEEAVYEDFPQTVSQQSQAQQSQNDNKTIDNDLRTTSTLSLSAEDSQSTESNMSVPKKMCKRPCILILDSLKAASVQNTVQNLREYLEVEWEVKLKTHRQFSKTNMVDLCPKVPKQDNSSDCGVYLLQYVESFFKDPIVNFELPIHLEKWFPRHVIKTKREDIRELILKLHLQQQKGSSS
# SENP6 inh: SENP6 protease inhibitors, primary screen, biochemical, luminescence, uHTS; Sentrin-specific protease 6 (Homo sapiens), Q9GZR1; Recombinant SENP6 catalytic domain, aminoluciferin luminescence; inhibition, % at 10 µM; actives 1.8% (n = 330,000); AID 2599, 2010;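 active means inhibition above about 50% at the single tested dose, limit read from the data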;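 further: plate controls were DMSO wells with enzyme for no effect and DMSO wells lacking enzyme for full effect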
# SENP8 block-2: human SENP8 protease inhibitors, primary screen, biochemical, fluorescence, Nedd8 protein substrate, uHTS; Sentrin-specific protease 8 (Homo sapiens), Q96LD8; recombinant SENP8; inhibition, % at 20 µM; actives 0.64% (n = 360,000); AID 602440, 2012; in the data active means inhibition mostly above about 40%, no sharp cut-off; inactive means mostly below about 27%
# Apaf-1 inh: inhibitors of human Apaf-1 apoptosome, primary screen, biochemical, DEVD-Rh110 fluorescence, uHTS. Apoptotic protease-activating factor 1 (Homo sapiens), O14727. reconstituted apoptosome caspase-3 activity. inhibition, % at 20 µM. actives 0.71% (n = 330,000); active means inhibition of at least 40% at 20 µM;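 further: plate controls were DMSO wells for no effect and DEVD-CHO caspase inhibitor wells for full effect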
#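 Material: biochemical Apaf-1 apoptosome reconstitution. Medium: Hepes buffer, pH 7.5. Also added: cytochrome c activation, bis-DEVD rhodamine 110 substrate. Timing: 30 min compound preincubation, 50 min activation, room temperature. Measured by: rhodamine 110 fluorescence at Ex 480/Em 540 nm.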
# A3G deaminase: APOBEC3G DNA deaminase inhibitors, primary screen, biochemical, fluorescence, single-stranded DNA substrate, uHTS | DNA dC->dU-editing enzyme APOBEC-3G (Homo sapiens), Q9HC16 | recombinant A3G, ssDNA deamination FAM/TAMRA fluorescence | inhibition, % at 20 µM | actives 0.28% (n = 330,000) | AID 493012, 2011;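 active means inhibition of at least 40% at 20 µM, with no more than 30% in the related APOBEC3A deaminase screen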;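 further: plate controls were DMSO wells with A3G for no effect and wells lacking A3G enzyme for full effect; some compounds called inactive have numbers as strong as hits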
# UBC13 inh: UBC13 polyubiquitin chain formation inhibitors, primary screen, biochemical, TR-FRET, uHTS. Ubiquitin-conjugating enzyme E2 N (Homo sapiens), P61088. inhibition, % at 20 µM. actives 0.47% (n = 330,000); in the data active means inhibition above about 45%, passing the limit was not always enough
# Target sequence (P61088 whole entry, looked up): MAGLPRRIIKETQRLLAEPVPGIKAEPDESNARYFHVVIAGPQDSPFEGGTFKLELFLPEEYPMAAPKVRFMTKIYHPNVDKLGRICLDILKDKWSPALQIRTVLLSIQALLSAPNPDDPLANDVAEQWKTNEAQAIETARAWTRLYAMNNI
# SENP1 inh: human SENP1 catalytic domain inhibitors, primary screen, biochemical, FRET, uHTS. AID 624204, 2012. inhibition, % at 10 µM. actives 0.21% (n = 360,000). recombinant SENP1 catalytic domain, CyPet-SUMO1-YPet FRET cleavage. Sentrin-specific protease 1 (Homo sapiens), Q9P0U3;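 active means inhibition at least 30% at 10 µM, raw YFP signal under a set limit, fluorescence ratio 0.5 to 1.5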;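 further: 0% = enzyme with DMSO and 100% = no enzyme wells; some results filed as inactive read as strong as hits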
# Target sequence (Q9P0U3 419-644 limits assumed): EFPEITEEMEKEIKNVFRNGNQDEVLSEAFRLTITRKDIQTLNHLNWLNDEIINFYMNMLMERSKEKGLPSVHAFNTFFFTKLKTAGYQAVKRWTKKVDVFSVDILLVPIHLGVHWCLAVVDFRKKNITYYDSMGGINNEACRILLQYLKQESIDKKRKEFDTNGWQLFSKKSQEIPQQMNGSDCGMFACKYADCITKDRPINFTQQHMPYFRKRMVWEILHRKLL
#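 Assay system – human recombinant His6-tagged SENP1 catalytic domain enzyme · Input – SENP1 enzyme, 20 pM final · Buffer or medium – Tris pH 8 buffer plus EDTA, NaCl, BME, BSA, NP40, catalase · Schedule – 50 min reaction at room temperature · Technique – FRET read of cyan and yellow fluorescence · Control set – no-enzyme wells low, DMSO-plus-enzyme wells high control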
# The depositor's hits bear a star; x = no result given.
SMILES,SENP8 block-1,SENP7 inh,SENP6 inh,SENP8 block-2,Apaf-1 inh,A3G deaminase,UBC13 inh,SENP1 inh
CCC(=O)NCC(c1ccco1)N1CCN(c2ccc(OC)cc2)CC1 (stereo unspecified),3,1,12,3,-18,0,5,-1
CC(=O)NC1C(Oc2cccc(C)c2)OC2COC(c3ccco3)OC2C1O (stereo unspecified),-4,3,-3,13,2,-2,-8,1
Cc1c(C)c(C)c(C(=O)CCc2cccc(NC(=O)CCC(=O)O)c2)c(C)c1C,-1,2,18,15,4,-9,-4,3
CCCCCCN=C(C)C1=C(O)C(C(=O)OC)C(C)(C)CC1=O (stereo unspecified),-3,-5,2,8,-5,-8,6,2
O=C(NC12CC3CC(CC(C3)C1)C2)c1ccccc1O,-4,-5,9,-79,16,-1,2,-1
Cc1ccc(OC(=O)Cn2c(C(F)(F)F)nc3ccccc32)cc1,-4,-16,1,15,4,-5,-1,7
COc1ccc(S(=O)(=O)N2CCCN(CC(=O)Nc3ccc(NC(C)=O)cc3)CC2)cc1,1,6,1,11,9,-5,4,-1
Cc1ccc2oc(=O)c3cc(C(=O)NCCCN4CCc5ccccc5C4)sc3c2c1,7,-3,-6,-198,34,-3,22,-14
COc1ccc(Br)cc1/C=C/C(=O)NCC(=O)O,-5,-6,-21,-31,-3,-5,-5,2
CCC1C(C#N)=C(SC)NC2=C1C(=O)CC(C)(C)C2 (stereo unspecified),6,1,5,-280,21,-1,-4,-15
CCCC(=O)C1C(=O)CC(CC(C)SCC)CC1=O (stereo unspecified),-6,-4,-2,12,-12,-4,2,2
CCOC(=O)N1CCN(c2nc(-c3ccco3)cc(C(F)(F)F)n2)CC1,-8,8,-5,-72,27,1,11,-5
O=c1cccc2c1c1cc[nH]c3ccc(=O)n2c31,-4,-4,11,-13,-3,-6,-3,-32
COc1ccc(NC(=O)Nc2ccc(F)cc2)cn1,-4,-6,7,2,1,-6,0,-2
CCOc1ccccc1Nc1nnc(SCc2nnc(-c3cc(OC)c(OC)c(OC)c3)o2)s1,-12,-10,-12,-1,22,-11,-3,15
CCOC(=O)C1(CC)NC(c2ccco2)C2C(=O)N(CC)C(=O)C21 (stereo unspecified),-2,-10,4,14,2,-7,-1,0
Cc1ccc(C)c(C(=O)OCC(=O)N(C)c2ccccc2)c1,-11,-8,10,7,14,1,-5,2
O=C(Nc1ccccc1)c1cc2ccc3ccccc3c2s1,0,69*,17,-7,-4,-1,7,1
COc1cccc(CN2CC(C(=O)N(C)C3CCOCC3)CCC2=O)c1 (stereo unspecified),-4,3,12,14,-2,-1,3,0
O=C(NCc1ccccn1)c1cc2cc(Br)ccc2oc1=O,-11,-2,-6,7,-8,-4,-3,-1
O=C(c1cc(COc2cccc(C(F)(F)F)c2)on1)N1CCC(c2ccccc2)CC1,2,6,11,12,32,-4,4,-1
Cc1ccc(Cl)cc1NC(=O)CN1C(=O)NC2(CCCCCC2)C1=O,0,2,-3,12,3,-5,6,2
O=C(CCN1C(=O)c2ccccc2C1=O)Nc1nc2ccccc2s1,-8,-7,8,12,6,-4,-7,0
C/C(=N\NC(=O)c1ccc(C)cc1C)c1ccc2c(c1)OCO2,3,10,-2,1,3,0,-6,3
CN1C(=O)[C@H]2[C@@H](/C=C/c3ccccc3)N3C(=O)CN(Cc4ccc(-c5ccccc5)cc4)C(=O)[C@@]3(Cc3ccccc3)[C@H]2C1=O,-3,-2,-6,13,8,-6,3,-3
# (list continues)
SMILES,SENP8 block-1,SENP7 inh,SENP6 inh,SENP8 block-2,Apaf-1 inh,A3G deaminase,UBC13 inh,SENP1 inh
Cc1ccc(NC(=O)n2ncc3c(C)cccc32)cc1F,6,21,22,22,-1,-9,-4,3
CCOC(=O)c1cnc(-n2nc(C)cc2C)nc1NNc1ncc(-c2ccccc2)cn1,-8,-9,-12,x,20,-3,-37,x
Cc1ccc(-c2noc(CCC(=O)NCCN3CCN(Cc4ccccc4)CC3)n2)cc1,7,11,-13,6,10,-4,8,1
O=C1CC(NNc2nc3ccccc3s2)C(=O)N1c1ccc(F)cc1 (stereo unspecified),6,4,-5,19,-9,-2,10,0
CCN(CCn1cccn1)C(=O)CC1C(=O)NCCN1CCc1ccccc1 (stereo unspecified),-3,-9,-5,-44,4,0,-15,-19
CCNC(=S)NNC(=O)c1cc(C)on1,-4,1,-2,3,2,2,4,1
Cc1cccc(C)c1NC(=O)NCc1ccco1,2,-3,18,8,-2,-4,7,0
COC(=O)C(C)NC(=O)c1ccc(C(C)(C)C)cc1 (stereo unspecified),-3,1,-22,12,3,0,1,0
Cc1ccc(CNC(=O)c2cccc(-n3cnnn3)c2)cc1,-3,8,8,18,-5,2,-1,2
Cn1c(=O)c2c(nc(SCc3ccccc3)n2Cc2ccc(Cl)cc2)n(C)c1=O,-6,6,-4,25,23,-2,3,1
O=C(CN1C(=O)C2CCCCC2C1=O)Nc1ccc(OC(F)F)c(Cl)c1 (stereo unspecified),0,-9,-19,1,5,-3,-6,1
Cn1cc(-c2ccccc2C(N)=O)c(=O)c2ccccc21,-11,-8,-12,-56,2,-4,-14,-1
O=C(c1ccc(S(=O)(=O)N2CCCCC2)cc1)N1CCN(CCN2C(=O)c3cccc4cccc(c34)C2=O)CC1,-1,4,6,-11,11,0,22,2
COC(=O)C1CCC(=S)N1C(=O)c1ccccc1 (stereo unspecified),-1,-5,6,16,-8,-6,1,1
COc1ccc(Nc2nc(NCc3ccco3)nc(N)c2[N+](=O)[O-])cc1,0,6,-4,37,-22,-3,-14,2
CCN(CC)C(=O)CSc1nnc(-c2ccccc2)o1,-5,-5,-7,15,-9,-3,0,1
CCCn1c(SCC(N)=O)nnc1-c1ccco1,1,3,1,24,15,0,3,1
COc1ccc(Cc2nc3ccc(C(=O)N(C)Cc4nccs4)cc3o2)cc1OC,-2,-13,-17,5,3,-7,-9,2
OC1(Cc2ccccc2)CCNCC1,-11,-5,-15,21,-5,-8,-4,2
CCOC(=O)C1CCCc2c1[nH]c1ccc(Cl)cc21 (stereo unspecified),-1,7,-17,0,21,-3,6,-6
COc1ccc(CN2C(=NC(=O)C3CCCCC3)SC3CS(=O)(=O)CC32)cc1 (stereo unspecified),3,-7,19,13,12,-1,-8,3
COc1ccc(/C=C/C(=O)NC(=S)Nc2ccc(N3CCN(C(C)=O)CC3)cc2)cc1,-3,2,-7,51*,-3,-4,8,2
CCOC(=O)C1=C(COC(=O)CCOc2ccc(OC)cc2)NC(=O)NC1C (stereo unspecified),-1,5,-2,13,5,-7,5,0
CCOC(=O)C1CCN(c2c(N(C)Cc3ccco3)c(=O)c2=O)CC1,3,8,-11,7,7,2,6,2
CCOCc1[nH]c(=S)[nH]c(=O)c1Cc1ccc(OCC(C)C)cc1,-4,2,-9,-1,-20,-7,42,-10

# In the list so far, 4 have a Cl atom.
SMILES,SENP8 block-1,SENP7 inh,SENP6 inh,SENP8 block-2,Apaf-1 inh,A3G deaminase,UBC13 inh,SENP1 inh
Cc1ccc(Cl)cc1NC(=O)CN1C(=O)NC2(CCCCCC2)C1=O,0,2,-3,12,3,-5,6,2
Cn1c(=O)c2c(nc(SCc3ccccc3)n2Cc2ccc(Cl)cc2)n(C)c1=O,-6,6,-4,25,23,-2,3,1
O=C(CN1C(=O)C2CCCCC2C1=O)Nc1ccc(OC(F)F)c(Cl)c1 (stereo unspecified),0,-9,-19,1,5,-3,-6,1
CCOC(=O)C1CCCc2c1[nH]c1ccc(Cl)cc21 (stereo unspecified),-1,7,-17,0,21,-3,6,-6

# Full records from above. Order of values: SENP8 block-1 | SENP7 inh | SENP6 inh | SENP8 block-2 | Apaf-1 inh | A3G deaminase | UBC13 inh | SENP1 inh
# Cc1ccc(Cl)cc1NC(=O)CN1C(=O)NC2(CCCCCC2)C1=O is listed with 0 | 2 | -3 | 12 | 3 | -5 | 6 | 2
# O=C1CC(NNc2nc3ccccc3s2)C(=O)N1c1ccc(F)cc1 (stereo unspecified) is listed with 6 | 4 | -5 | 19 | -9 | -2 | 10 | 0

# Remaining list, next part:
SMILES,SENP8 block-1,SENP7 inh,SENP6 inh,SENP8 block-2,Apaf-1 inh,A3G deaminase,UBC13 inh,SENP1 inh
CN(C(=O)COC(=O)C1CCN(S(=O)(=O)c2cccs2)CC1)c1ccccc1,1,13,-23,24,-1,-4,0,1
O=C(CN1CCN(c2ccccn2)CC1)Nc1ccccc1C(=O)Nc1ccccc1,-13,-17,-18,-40,18,-8,-5,2
CCN(CC)P(=O)(C(NC(=O)OC)C(F)(F)C(F)(F)C(F)(F)C(F)F)N(CC)CC (stereo unspecified),-1,4,-18,25,-7,-4,9,3
O=C(NC1CCCCC1)c1ccc2c(c1)S(=O)(=O)c1ccccc1C2=O,-7,-3,-6,8,10,-7,2,1
CCC(C)(C)n1nnnc1C(c1ccc(O)cc1)N1CCc2ccccc2C1 (stereo unspecified),-5,-2,-31,14,-1,-4,10,0
CC(C)c1ccc(NC(=O)C(c2ccccc2)N(Cc2ccco2)C(=O)CC2NC(=O)NC2=O)cc1 (stereo unspecified),4,5,13,15,14,-7,6,1
O=C(NCCCNC(=O)c1ccc(-c2cccc(Cl)c2)o1)c1cnccn1,-6,-5,-14,0,9,-5,1,-2
COc1ccc(C(=O)N/C(=C\c2ccccc2)C(=O)Nc2ccccc2C(=O)O)cc1,-7,-3,-14,16,-9,-2,-5,0
CCN(CC)C(=O)C1CCCN(Cc2ccc3c(c2)OCO3)C1 (stereo unspecified),-10,-8,7,9,0,-3,-2,1
COc1ccc(C2N=C(c3ccccc3)NC(c3ccccc3)=N2)cc1,-3,-3,-49,7,11,-11,-9,2
CC[C@H](C)[C@@H]1NC(=O)c2cc([N+](=O)[O-])cc(F)c2NCCCC[C@@H](C(N)=O)NC(=O)[C@H](CC(N)=O)NC1=O,-7,2,-10,6,-2,-7,-6,-2
O=C(CCNC(=O)c1ccccc1Cl)NCC1COc2ccccc2O1 (stereo unspecified),-9,14,-6,0,-3,-5,-3,0
Cc1ccc(Cc2cnc(N3C(=N)SC(C)C3=O)s2)cc1 (stereo unspecified),-12,9,-24,7,-13,4,12,1
Cc1cccc2cc(CN(Cc3ccc4c(c3)OCO4)Cc3nnnn3C3CCCC3)c(=O)[nH]c12,-13,-3,-10,-14,25,-3,-7,0
Cc1ccc(NC(=O)C2CC(=O)Nc3nc4ccccc4n32)c(C)c1 (stereo unspecified),4,4,-15,25,-16,-5,2,4
CCCCN1C(C)=CC(=C2C(=O)c3ccccc3C2=O)C=C1C,46,5,60*,22,-2,7,-15,29
Cc1onc(-c2ccccc2)c1C(=O)NCCN1CCOCC1,-11,-8,1,22,6,-4,-4,1
CCCc1cc(C(=O)Nc2ccc(C(=O)c3ccc(C)cc3)cc2)n(C)n1,-6,8,0,3,17,-8,13,0
CCN(Cc1ccccc1)C(=O)COC(=O)CNS(=O)(=O)c1ccc(C)cc1,-11,-6,-5,0,5,-8,-3,2
OCCn1c(CSc2nnc(-c3ccco3)n2-c2ccccc2)nc2ccc(Cl)cc21,-10,-6,-14,15,9,-4,5,6
O=C1c2ccccc2C(=O)N1CCc1csc(NNc2nc(CCN3C(=O)c4ccccc4C3=O)cs2)n1,6,1,4,17,11,22,-18,0
O=S(=O)(c1ccc(-n2cnnn2)cc1)N1CCN(c2ccccc2F)CC1,1,-5,-2,10,-5,-8,1,2

# Rows were taken by chance; overall some 3.6% were active at least once.
